KKLEB tox: CF airway cell cytotoxicity counter-screen; KKLEB CF airway cells viability, ATPlite luminescence, overnight; stronger effect = lower value; cells stimulated with P. aeruginosa culture filtrate; activity change (cytotoxicity), % at 5 µM; hit rate 0.36% among 360,000;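 active = corrected activity change at or below -50% at 5 µM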
CF NFkB block: cystic fibrosis NF-kB activation inhibition | hit rate 0.86% among 360,000 | AID 588850 | inhibition, % at 5 µM | KKLEB NF-kB-GFP reporter, PAF-induced, GFP fluorescence overnight;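 active = at least 50% inhibition at 5 µM, scaled per plate between neutral and stimulator controls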;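 also: PAF is a Pseudomonas aeruginosa culture filtrate used as stimulus; plate controls were PAF-stimulated DMSO wells for no effect and unstimulated DMSO wells for full effect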
Peg3 prom inh: reduces Peg3 promoter-driven luciferase expression in HeLa; HeLa PEG-Prom luciferase reporter, luminescence, overnight; inhibition, % at 20 µM; hit rate 1.7% among 360,000;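 active = inhibition of at least 50% at 20 µM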
aDG glyco act: increases alpha dystroglycan glycosylation. Pro5-aDG cells, alpha-DG glycosylation AlphaScreen (IIH6); 0% Pro5, 100% B10-LARGE cell signal. activation, % at 10 µM. hit rate 0.22% among 360,000. AID 624168;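 active = activation of at least 8% versus controls, or a plate z-score of at least 8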;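 also: Pro5 are CHO cells carrying HIG-tagged alpha-DG that lacks glycosylation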
HIF-2a block: HIF-2a inhibition | AID 624352 | inhibition, % at 18.8 µM | hit rate 0.72% among 360,000 | 786-0 RCC cells HIF-2a reporter, luciferase luminescence, overnight;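 active = inhibition of the luminescence signal of 40% or more relative to plate controls, in a single-dose primary screen at 18.75 µM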
NR2E3 ag-1: NR2E3 (human) agonism; hit rate 0.12% among 320,000; AID 2300; Q9Y5X4; GST-NR2E3/biotin-RetCOR TR-FRET, 1536-well; inhibition of corepressor binding, % at 4.78 µM;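 active = percent inhibition above the cutoff of mean plus 3 SD of all tested compounds, set per screening campaign, cut at about 20% in these data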;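 also: 0% = DMSO wells and 100% = biotin wells as full block of FRET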
Target sequence (Q9Y5X4 whole entry, looked up): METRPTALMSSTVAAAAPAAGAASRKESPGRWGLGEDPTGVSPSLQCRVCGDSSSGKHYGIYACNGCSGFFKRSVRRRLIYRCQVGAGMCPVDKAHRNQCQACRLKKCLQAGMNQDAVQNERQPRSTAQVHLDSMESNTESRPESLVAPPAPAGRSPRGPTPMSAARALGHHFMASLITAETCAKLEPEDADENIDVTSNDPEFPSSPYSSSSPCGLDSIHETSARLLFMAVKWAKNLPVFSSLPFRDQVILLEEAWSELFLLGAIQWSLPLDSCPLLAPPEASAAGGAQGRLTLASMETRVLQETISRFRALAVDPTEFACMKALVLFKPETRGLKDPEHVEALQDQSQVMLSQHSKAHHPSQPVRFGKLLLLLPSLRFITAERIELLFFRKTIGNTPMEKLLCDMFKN
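System: GST-NR2E3 and biotin-RetCOR proteins; probe or stimulus: 7 nM biotin-RetCOR; doses: compound at 4.8 µM, single dose; schedule: Compound–protein incubation for 5 h at 4 °C; detection: time-resolved FRET; read-out: percent inhibition; controls: biotin wells as high control, 0.6% DMSO wells as low control; format: 1536-well plates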
iPSC survival up: enhancers of human iPSC single-cell survival. hiPSC single-cell survival, ATPlite luminescence; 100% = ROCK inhibitor wells, 0% = DMSO. hit rate 0.044% among 360,000. survival enhancement, % at 20 µM. AID 602274; in the data active = survival enhancement above about 18%;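 also: cells exposed to compounds for 16 hours before the ATP read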
TWEAK Fn14 block: inhibitors of TWEAK-Fn14 interaction signaling; TWEAK-stimulated Fn14 reporter cells, luciferase luminescence, 8 h; inhibition, % at 10 µM; hit rate 2% among 360,000; AID 1159606; in the data active = inhibition above about 50%
Shn3 inh set2: inhibitors of Schnurri-3 3'UTR reporter in osteoblasts; inhibition, % at 12.5 µM; Clone20 osteoblast Shn3 3'UTR firefly luciferase, 24 h; hit rate 0.52% among 360,000; AID 588674;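 active = mean inhibition of at least 75% with every replicate also reaching 75%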;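 also: 0% = median of neutral control wells and 100% = pilot-screen positive control compound; some compounds past the cut are filed as inactive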
MITF TRPM1 inh: MITF TRPM1 promoter inhibition in SK-MEL-5 cells; hit rate 0.83% among 330,000; AID 488899; inhibition, % at 12.5 µM; SK-MEL-5 TRPM1 promoter luciferase, 24 h;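 active = mean inhibition across replicates of 60% or more, whatever share of single replicates reaches that level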; also: values of inactives mirror those of a sister screen read the other way
NR2E3 ag-2: activates human NR2E3 receptor; Q9Y5X4; CHO-S Gal4-NCOR/VP16-NR2E3 two-hybrid, luciferase; inhibition of corepressor binding, % at 3.98 µM; hit rate 0.35% among 360,000; AID 602229;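 active = inhibition above the mean of all tested compounds plus 3 SD, cut at about 70% in these data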;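 also: 0% = DMSO with NR2E3 transfected cells and 100% = cells lacking NR2E3 construct; higher means lower luciferase signal from less NR2E3 corepressor binding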
* hit, by the source's call; nt = not tested or not shown.

SMILES	KKLEB tox	CF NFkB block	Peg3 prom inh	aDG glyco act	HIF-2a block	NR2E3 ag-1	iPSC survival up	TWEAK Fn14 block	Shn3 inh set2	MITF TRPM1 inh	NR2E3 ag-2
O=C(c1cc(-c2cccc(Cl)c2)nc2ccccc12)N1CCCC1	-3	15	20	0.0	-5	-1	0.0	-8	-20	12	-21
Cc1cc(C)n(-c2ccc(Cl)c(Cl)c2)n1	-2	-10	0	0.0	9	-1	0.1	-9	6	-8	3
COc1cccc(CNC(=O)COC(=O)/C=C/c2ccc(SC)cc2)c1	7	-24	-9	0.0	4	nt	3.7	-1	-6	4	14
Cc1ccc(S(=O)(=O)NCC2CCCO2)cc1[N+](=O)[O-] (stereo not drawn)	4	10	2	0.0	12	-1	0.0	-2	-20	-3	7
O=C(Nc1ccnn1C1CCN(Cc2ccc(CO)o2)CC1)c1ccccc1Cl	-19	6	11	0.1	9	4	0.1	8	13	-1	-28
COc1ccc(CCN2C(=O)C(O)=C(C(=O)c3ccco3)C2c2cccs2)cc1OC (stereo not drawn)	-5	16	8	-0.2	7	24*	-2.0	-7	0	-7	9
Cc1cc(C)cc(N(C(C)C(=O)N2CCCC2)S(C)(=O)=O)c1 (stereo not drawn)	2	-5	17	0.0	17	1	1.9	2	5	3	2
Cc1ccsc1C(=O)NNC(=O)c1ccc(NS(=O)(=O)c2cccs2)cc1	16	2	0	0.0	-2	-4	-0.4	3	4	6	-14
Cc1cc(C(=O)OCC(=O)NCc2cccs2)c2ccccc2n1	-8	-6	7	0.0	20	-3	0.8	9	6	-12	12
COc1ccc(OCC(=O)NNC(=O)c2nn(C)c(=O)c3ccccc23)cc1	-14	-4	7	-0.2	16	2	2.0	-2	10	4	11
CCc1ccc(NC(=O)C2CCN(S(=O)(=O)c3cnc[nH]3)CC2)cc1	0	-2	0	0.0	7	1	1.0	25	-6	-16	-18
CCCN(Cc1ccccc1)S(=O)(=O)c1ccc(N2C(=O)CCC2=O)cc1	-9	11	10	-0.1	22	-4	-4.2	5	1	10	-15
CCC(C)C(NC(=O)C(C)NC(=O)CNC(=O)CNC(=O)OCc1ccccc1)C(=O)OC (stereo not drawn)	-5	6	5	0.0	7	0	3.1	0	-6	5	-20
CCOc1ccc(N2C(=O)CC(NCC3CCCO3)C2=O)cc1 (stereo not drawn)	6	-6	-16	0.0	7	3	-1.1	5	-1	4	15
CCOC(=O)C1CCN(C(=O)Cn2nc(C)n3c(cc4cc(C)ccc43)c2=O)CC1	4	-16	2	0.0	2	2	-0.1	2	-8	4	-13
O=C(COc1ccc(-n2cnnn2)cc1)Nc1ccccc1Cl	-1	-4	-1	-0.1	-8	3	-0.1	-14	2	-8	-5
OCCN(/C=N/c1nc(-c2ccc(Br)cc2)cs1)CCO	-10	-7	-172	0.2	-254	-1	-1.4	-42	-48	-55	-68
O=C1CC(SC(=Nc2ccccc2)Nc2ccccc2)C(=O)N1c1ccc(Cl)c(Cl)c1 (stereo not drawn)	-12	0	24	1.3	9	2	-1.7	29	23	0	-2
O=C(c1cccc([N+](=O)[O-])c1)N1CCN(S(=O)(=O)/C=C/c2ccccc2)CC1	-17	38	1	0.1	2	3	-0.5	-2	7	3	-15
CC(=O)Nc1cc2c3ccccc3n(C)c2cc1[N+](=O)[O-]	13	-55	-22	-0.1	-122	nt	0.8	-12	-12	5	10
O=C(NCc1ccccn1)c1ccc(/C=N/O)nc1	10	-9	15	-0.2	12	-3	3.1	-2	-2	1	-9
Cc1ccc(NC(=S)NC(=O)C2CCCCC2)c(Br)c1	0	-27	-337	0.1	-247	nt	-0.5	-57	-62	-68	-191
Cn1nnc(NC(=O)/C=C/c2ccco2)n1	7	3	21	-0.1	16	-1	0.7	11	-50	nt	-15
COc1ccc(C(=O)N(C)Cc2ccc(C)o2)cc1OC1CCN(C(C)C)CC1	12	7	24	0.3	2	1	-0.4	6	15	4	-5
Cc1ccc(C2CC(c3ccc(NS(C)(=O)=O)cc3)=NN2C(=O)c2ccco2)cc1 (stereo not drawn)	1	-11	10	-0.1	15	-2	-1.0	-10	9	8	-3
Next part
SMILES	KKLEB tox	CF NFkB block	Peg3 prom inh	aDG glyco act	HIF-2a block	NR2E3 ag-1	iPSC survival up	TWEAK Fn14 block	Shn3 inh set2	MITF TRPM1 inh	NR2E3 ag-2
CCOc1ccccc1Oc1c(C)oc2c(CN3CCN(CCO)CC3)c(O)ccc2c1=O	-14	19	19	-0.1	1	4	-0.2	14	3	-3	-2
Cc1ccccc1NC(=O)c1cccc(Cn2cc(Br)c([N+](=O)[O-])n2)c1	-14	-3	20	1.6	13	-4	1.3	19	9	11	-15
CNC(=O)N(O)C1N(/N=C/c2cc(Br)ccc2O)C(=S)SC1(C)C (stereo not drawn)	-5	-19	16	-0.2	2	0	0.6	22	-10	-11	-25
CCSc1ccc(NC(=O)c2cccnc2)cc1	1	-11	-136	0.2	-166	-2	-3.7	-8	-4	-45	-25
COc1ccc(NC(=O)c2cncc(Br)c2)cc1S(N)(=O)=O	-7	12	12	-0.3	22	4	-0.1	29	2	-8	6
CC1Oc2ccccc2OC1(O)c1ccccn1 (stereo not drawn)	-9	6	8	0.0	11	1	0.3	3	-25	-1	-2
COc1cc(CNCc2ccc(Br)cc2)cc(OC)c1	-4	2	-4	0.3	15	0	0.4	5	21	1	1
N#C/C(=C\c1ccccc1C(=O)O)c1nc2ccccc2[nH]1	7	-17	8	0.0	-6	-4	0.1	10	-18	24	-67
Cc1cc(C)cc(NS(=O)(=O)c2ccc3[nH]c(=O)ccc3c2)c1	2	-5	7	0.2	22	nt	-0.1	3	12	3	-30
CC(C)OC(=O)/C(C#N)=C\c1cccnc1	-3	1	13	-0.2	10	1	0.0	19	16	2	-24
CCCCC1Cc2[nH]c(=S)[nH]c(=O)c2C(c2cccc3ccccc23)O1 (stereo not drawn)	nt	nt	nt	0.1	-17	nt	-0.1	2	nt	nt	-20
O=C(Cn1nc(-c2cccc(Cl)c2)ccc1=O)Nc1ccc(C(=O)NC2CC2)cc1	-5	12	3	1.3	21	-1	-0.6	0	7	-3	-13
Cc1c(/C=N/NC(=O)c2ccc(O)cc2)c2ccccn2c1C(=O)c1ccc(F)cc1	-4	-2	-2	-0.1	-53	-1	-0.5	54*	-1	-10	-21
O=C(COC(=O)c1ccccc1Oc1ccccc1)NCc1ccco1	-2	0	0	-0.2	6	-1	1.4	8	-6	2	-10
COc1cccc(/C=C/C(=O)OCC(=O)Nc2ccc(Cl)c(S(=O)(=O)N(C)C)c2)c1	7	-7	-6	-0.3	10	3	2.2	-40	-5	-6	-27
O=C(O)CCC(=O)Nc1nc2ccccc2s1	4	16	18	0.0	18	-1	-0.4	-7	-26	1	-28
Cc1ccc(NC(=O)COC(=O)CSCC(=O)Nc2cc(C)on2)c(C)c1	5	-15	-16	-0.3	7	-1	0.5	-10	-11	-5	-4
COCc1nc2ccccc2n1Cc1ccccc1	-2	9	-16	0.1	-74	0	7.3	-21	-29	-16	-16
Cc1cc(C)cc(NC(=O)Nc2ccc(NC(=O)c3ccccc3O)cc2)c1	10	3	0	1.2	22	-2	0.6	3	13	0	-2
Cc1c(C(=O)Oc2ccc(F)cc2)sc2ncn(Cc3cccc(F)c3)c(=O)c12	10	-13	7	0.0	2	4	1.1	-4	3	4	-6
Cc1ccccc1C=Nc1ccccc1C(N)=O	-18	31	13	-0.1	22	-2	5.1	18	-3	18	-19
NNc1nc(-c2ccccc2)c2ccccc2n1	-7	16	10	0.3	18	2	0.4	5	12	-3	-19
CCc1ccccc1NC(=O)CN(c1ccc(OC)cc1OC)S(=O)(=O)c1ccccc1	-3	22	25	0.8	26	3	0.4	3	9	-7	-12
CCOC(=O)CNC(=S)N(Cc1cccs1)C1CCCCC1	3	5	13	0.2	9	-1	-1.9	0	9	-8	-12
COc1ccc(NC(=O)CN(C)C(=O)c2ccc3ccccc3c2)cc1	0	0	-30	0.0	-13	nt	3.1	-12	-3	2	2

Single records, from the list above. Order of values: KKLEB tox, CF NFkB block, Peg3 prom inh, aDG glyco act, HIF-2a block, NR2E3 ag-1, iPSC survival up, TWEAK Fn14 block, Shn3 inh set2, MITF TRPM1 inh, NR2E3 ag-2
`Cc1ccc(NC(=S)NC(=O)C2CCCCC2)c(Br)c1` across the screens: 0, -27, -337, 0.1, -247, nt, -0.5, -57, -62, -68, -191
`CCc1ccccc1NC(=O)CN(c1ccc(OC)cc1OC)S(=O)(=O)c1ccccc1` across the screens: -3, 22, 25, 0.8, 26, 3, 0.4, 3, 9, -7, -12
`Cc1c(/C=N/NC(=O)c2ccc(O)cc2)c2ccccn2c1C(=O)c1ccc(F)cc1` across the screens: -4, -2, -2, -0.1, -53, -1, -0.5, 54*, -1, -10, -21

Next compounds follow:
SMILES	KKLEB tox	CF NFkB block	Peg3 prom inh	aDG glyco act	HIF-2a block	NR2E3 ag-1	iPSC survival up	TWEAK Fn14 block	Shn3 inh set2	MITF TRPM1 inh	NR2E3 ag-2
CCN(C(=O)c1cc2c(=O)[nH]c3ccc(C)cc3c2s1)c1ccc(F)cc1	19	-18	11	0.0	8	2	0.3	-136	5	-16	2
O=C(NC(=O)c1ccccc1O)c1ccc(C(F)(F)F)cc1	4	28	-116	0.0	-231	2	-0.6	24	-22	nt	-28
COc1ccc(-c2cnc(C(O)c3ccccc3)[nH]2)cc1 (stereo not drawn)	3	-10	-231	-0.2	-173	nt	3.3	25	-75	nt	-97
Cc1ccsc1C(=O)Nc1ccc(C(=O)O)cc1	2	-2	11	-0.2	0	-4	2.1	-8	-21	4	-2
O=C(NC(Cc1ccccc1)C(=O)O)/C(=C\c1ccccc1)NC(=O)c1ccco1 (stereo not drawn)	-1	0	-6	-0.2	4	5	-0.7	-7	-4	nt	-5
CCOc1ccc2nc(NCCCNS(=O)(=O)c3ccc(F)cc3)c(C#N)cc2c1	-5	-13	-24	0.9	-48	-1	-0.1	-78	-15	4	-16
O=C(/C=C/c1ccco1)Nc1ccc2nn(-c3ccccc3)nc2c1	15	-27	-113	0.2	-82	1	-0.7	13	-2	8	-92
CN(C)S(=O)(=O)c1cc(NC(=O)CN2CCCc3ccccc32)ccc1Cl	-4	-7	-31	-0.1	-89	3	-0.6	-12	4	12	-27
O=C(O)CNC(=S)N(Cc1ccccc1Cl)C1CCCCC1	14	3	14	0.1	3	4	-0.7	-8	-1	-7	4
COc1ccc(CC(=O)NCc2ccc(Cl)cc2)cc1S(=O)(=O)N1CCOCC1	-7	3	5	-0.2	5	nt	-0.5	-6	-4	-5	-6
OC(COc1ccccc1)CN1CCC(Cc2ccccc2)CC1 (stereo not drawn)	-3	6	0	0.0	14	3	-0.3	-2	7	6	-6
CCn1c(C(=O)OC)cc2c1ccn2-c1ccc(F)cc1	1	-13	-233	-0.2	-284	0	-0.8	-1	-71	-113	-205
Cc1cc2c(=O)n(CC(=O)NCC(=O)N3CCN(Cc4ccccc4)CC3)cnc2s1	6	4	7	-0.2	12	0	-3.7	15	-24	12	14
CC1CCCC(C)N1C(=O)COC(=O)CNC(=O)c1sc2ccccc2c1Cl (stereo not drawn)	-6	9	9	0.0	5	3	-0.4	5	11	16	11
O=C(CCSc1ccc(Cl)cc1)N1CCCCCC1	-3	6	-260	-0.2	-229	-5	-3.2	-35	-53	-66	-77
